Source: PubChem (The Scripps Research Institute Molecular Screening Center)
PAFAH1B3 inh: blocks human PAF acetylhydrolase 1B catalytic subunit 3; Q15102; recombinant PAFAH1B3, FP-rhodamine probe, fluorescence polarization; inhibition, % at 3.39 µM; hit rate 0.28% among 340,000;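 active = inhibition above the screen-wide average of all tested compounds plus 3 SD, cut at about 25% in these data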;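 note: 0% = enzyme with DMSO only and 100% = wells lacking PAFAH1B3 protein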
ZTA DNA inh: blocks Epstein-Barr virus ZTA, an EBNA-1 counter-screen | P03206 | ZTA-DNA binding, fluorescence polarization | inhibition, % at 11 µM | hit rate 0.15% among 320,000 | AID 2234; in the data active = inhibition above about 33%
PREPL inh: human PREPL enzyme inhibition; recombinant PREPL, fluorescence polarization activity-based probe; inhibition, % at 5.96 µM; hit rate 0.68% among 320,000; in the data active = inhibition above about 43%;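 note: 0% = enzyme with DMSO and 100% = wells lacking enzyme; many of its hits are not listed in these tables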
LYPLA2 counter: blocks human lysophospholipase 2, a PME1 counter-screen; inhibition, % at 5.9 µM; recombinant LYPLA2, FP-Rh probe fluorescence polarization; hit rate 0.38% among 320,000;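 active = inhibition above the screen-wide mean plus 3 SD, limit set per campaign, cut at about 26% in these data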;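 note: 0% = LYPLA2 with DMSO and 100% = wells lacking LYPLA2 enzyme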
Target sequence (O95372 whole entry, looked up): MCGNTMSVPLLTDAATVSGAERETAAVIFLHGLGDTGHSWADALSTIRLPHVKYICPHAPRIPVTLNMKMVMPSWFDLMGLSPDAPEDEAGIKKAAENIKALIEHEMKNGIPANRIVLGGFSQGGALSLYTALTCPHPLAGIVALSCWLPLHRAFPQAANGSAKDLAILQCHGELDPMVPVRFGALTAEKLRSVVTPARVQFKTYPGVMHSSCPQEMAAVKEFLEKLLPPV
EBNA-1 inh: blocks EBNA-1 binding to DNA | EBNA-1 DNA binding, fluorescence polarization | inhibition, % at 14.8 µM | hit rate 0.34% among 300,000 | AID 1950; in the data active = inhibition above about 28%
PAFAH1B2 inh: inhibitors of human PAFAH1B2; hit rate 1.2% among 340,000; P68402; recombinant PAFAH1B2, FP-rhodamine activity probe, fluorescence polarization; inhibition, % at 3.39 µM; AID 492953;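 active = inhibition above the mean of all tested compounds plus 3 SD, cut at about 24% in these data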;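 note: 0% = enzyme with DMSO and 100% = wells lacking PAFAH1B2; many of its hits are not listed in these tables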
Target sequence (P68402 whole entry, looked up): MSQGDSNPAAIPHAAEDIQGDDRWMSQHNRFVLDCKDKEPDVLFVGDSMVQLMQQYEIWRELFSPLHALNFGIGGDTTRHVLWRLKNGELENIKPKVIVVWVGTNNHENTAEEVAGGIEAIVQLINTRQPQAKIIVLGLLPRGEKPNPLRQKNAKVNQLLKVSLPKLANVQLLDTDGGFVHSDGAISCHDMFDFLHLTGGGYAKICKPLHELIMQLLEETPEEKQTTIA
PAFAH2 FP inh: PAFAH2 (human) inhibition; recombinant PAFAH2, FP-rhodamine activity probe, fluorescence polarization; inhibition, % at 3.39 µM; Q99487; AID 492956; hit rate 0.99% among 340,000;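 active = inhibition above the mean over all tested compounds plus 3 SD, cut at about 30% in these data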;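 note: inhibitors block probe labeling of enzyme so polarization drops; 0% = enzyme with DMSO and 100% = wells lacking PAFAH2 protein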
LYPLA1 inh: counter-screen for PME1 inhibitors: inhibitors of human LYPLA1 | O75608 | recombinant LYPLA1, FP-Rh probe fluorescence polarization | inhibition, % at 5.9 µM | hit rate 0.16% among 320,000 | AID 2174;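 active = inhibition above the mean of all tested compounds plus 3 SD, set per campaign, cut at about 14% in these data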;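 note: inhibitors block serine hydrolase probe labeling of LYPLA1 so polarization falls; 0% = enzyme with DMSO and 100% = wells lacking LYPLA1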
Target sequence (O75608 whole entry, looked up): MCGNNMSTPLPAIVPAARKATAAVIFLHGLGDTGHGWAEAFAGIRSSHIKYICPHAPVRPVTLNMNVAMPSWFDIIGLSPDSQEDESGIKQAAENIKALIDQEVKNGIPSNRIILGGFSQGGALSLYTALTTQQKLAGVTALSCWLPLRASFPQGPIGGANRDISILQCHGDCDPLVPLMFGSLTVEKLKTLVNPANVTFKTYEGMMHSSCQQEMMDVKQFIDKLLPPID
pPAFAH FP inh: pPAFAH (human) enzyme inhibition | Q13093 | AID 463082 | recombinant pPAFAH, FP-rhodamine probe fluorescence polarization | inhibition, % at 3.39 µM | hit rate 1.5% among 330,000;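 active = inhibition above the mean inhibition across the screen plus 3 SD, cut at about 25% in these data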;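 note: inhibitors block binding of the rhodamine activity-based probe so polarization drops; 0% = enzyme with DMSO and 100% = wells lacking pPAFAH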
An asterisk follows results filed as active; / = no result given. Only part of the results is shown, so the mix of outcomes need not match the whole.

SMILES	PAFAH1B3 inh	ZTA DNA inh	PREPL inh	LYPLA2 counter	EBNA-1 inh	PAFAH1B2 inh	PAFAH2 FP inh	LYPLA1 inh	pPAFAH FP inh
CCOC(=O)N1CCN(C(=O)c2ccc3c(=O)n(CCc4ccc(OC)c(OC)c4)c(=O)[nH]c3c2)CC1	7	6	-3	-4	-6	0	-2	-4	2
O=C1c2ccccc2CN1CCNC(=S)NC1CCCCC1	12	-7	-3	5	-2	1	0	2	-2
CCOC(=O)c1cccnc1SCC(=O)Nc1ccc(C)cc1	2	8	6	9	2	1	5	5	1
Cc1ccc(N(CC(=O)N2CCCCCC2)S(=O)(=O)c2ccccc2)cc1	9	-3	11	1	-3	-1	-4	1	6
Cc1ccc2c(c1)N(CC(=O)NC1CCCC1)C(=O)c1cccnc1O2	4	-2	4	7	-4	3	-4	2	-3
CC(C)C(=O)Nc1ccc2c(c1)nc(CCN1CCN(c3ccccc3)CC1)n2C	-2	-24	2	8	-4	3	-4	1	-2
COc1cc(C(=O)OCC(=O)c2c[nH]c3ccccc23)ccc1OCC(=O)N1CCOCC1	-5	26	-6	-17	-8	4	34*	-12	-11
COc1ccc(S(=O)(=O)N2CCCN(CC(=O)Nc3ccc(NC(C)=O)cc3)CC2)cc1	1	9	-2	2	1	-3	6	2	4
C=CCc1ccc(OCc2ccc(C(=O)Nc3ccc(NC(C)=O)cc3)o2)c(OC)c1	-2	-4	3	-1	-15	3	-7	0	10
CCOC(=O)[C@H]1[C@H]2COc3ccccc3[C@@H]2N2C(=O)c3ccc(C)cc3NC(=O)[C@@]12C	4	-11	-3	-10	2	-4	-51	-1	-3
O=C(CN1CCOCC1)Nc1cccc([N+](=O)[O-])c1	11	3	13	5	4	-2	5	1	5
CCOC(=O)Nc1sc(C)c(C)c1C(=O)OCC	18	0	0	6	3	3	-4	2	4
O=C1CC(=Nc2ccccc2)NN1c1ccccc1	12	17	17	2	6	10	6	-10	8
CC(=O)O[C@H]1CSC[C@H]1NC(=O)c1ccccc1	9	-12	0	6	2	4	4	-2	1
NNC(=O)CNC(=O)CNS(=O)(=O)c1ccccc1	16	-17	-7	-12	-25	3	7	-4	-3
Cc1ccc2[nH]c3c(NCc4ccco4)ncnc3c2c1	6	7	26	-5	13	11	3	-4	14
CN(Cc1ccccc1)C1CC(=O)N(c2ccc(C(=O)O)cc2)C1=O (centres undefined)	-2	-8	-2	0	-1	-8	-11	0	-2
COc1ccccc1CN(C)C(=O)c1cccc(S(=O)(=O)N2CCCC2)c1	8	-13	8	-5	/	5	3	-5	-5
COc1ccc2c(=O)c(-c3ccc(OC)c(OC)c3)coc2c1	4	13	11	0	1	3	-5	0	0
CCCCc1nc2ccccc2n1Cc1nnc2n1-c1ccccc1SC2	7	12	19	-3	14	8	-2	1	4
Cc1ccccc1C(=O)NC1CCN(CC(=O)Nc2ccc3c(c2)OCCO3)CC1	4	-3	-1	1	-2	-4	3	3	-1
O=C(COC(=O)c1sc2ccccc2c1Cl)NC1CCCCC1	0	-4	15	4	12	0	-8	0	31*
CCN(CC)S(=O)(=O)c1ccc(OCC(=O)NCc2ccco2)cc1	1	12	4	3	5	-3	-5	3	9
COc1ccc(-c2nc(C)ncc2-c2ccc(Cl)cc2)c(O)c1	6	-10	11	5	0	4	-3	-1	-1
O=C(O)Cc1c[nH]c2ccccc12	14	-19	12	1	2	5	3	-3	2
CCOc1ccc(OCc2ccc(C(=O)Nc3cccnc3)o2)cc1	-2	23	-7	-3	3	-2	4	-1	3
Cc1c(C(=O)N2CCCCC2)c(S(=O)(=O)N2c3ccccc3CC2C)c(C)n1C (centres undefined)	10	-5	9	4	-6	0	9	1	1
COc1ccc(S(=O)(=O)N2CCOCC2)cc1NC(=O)Cc1sc(C)nc1-c1ccc(F)cc1	4	-9	-5	-1	-4	2	4	-1	1
O=C(N/N=C/c1ccccn1)c1cccs1	9	-8	-6	5	1	3	1	3	-1
COc1ccc(NC(=O)C2CC3CCC2C3)c(OC)c1 (centres undefined)	/	3	8	-6	6	/	/	-3	2
Nc1nnc(-c2ccc(Cl)cc2)o1	3	4	-2	3	3	16	3	2	5
COc1ccc(/C=[N+](\[O-])C2N(c3ccccc3)C(=S)SC2(C)C)cc1OC (centres undefined)	8	-12	9	6	-12	4	8	-1	0
CC(C)(C)C(=O)CSc1nc2c(c(-c3cccs3)c1C#N)CCC2	2	-28	4	-3	-5	0	-1	-3	4
O=C(Cc1ccc(F)cc1)N(c1ccccc1)C1C=CS(=O)(=O)C1 (centres undefined)	7	15	7	-8	-6	1	4	-1	-2
O=C1C2C3CCC(C3)C2C(=O)N1c1ccc(OS(=O)(=O)c2ccccc2)cc1 (centres undefined)	1	-2	4	6	-3	3	11	2	3
CCOC(=O)C1CCN(C(=O)c2cc3ccccc3oc2=O)CC1	3	-7	-5	-3	-5	-2	-4	-1	-6
Cc1ccc(-n2nc3c(N4CCC(C(=O)NCCc5ccccc5C)CC4)nnc(C)c3c2C)cc1	-1	-28	38	3	-12	2	4	-4	3
O=C(C1CCC(=O)N1Cc1cccs1)N1CCOCC1 (centres undefined)	8	-12	10	6	-13	9	-2	5	4
Cc1ccc(/C=C2/SC(=S)N(CCC(=O)NCCCN3CCOCC3)C2=O)cc1	-2	-7	11	-1	-1	3	0	-4	-3
C=CCNC(=S)N1CCC(C(=O)c2ccc3c(c2)OCCO3)CC1	6	11	-2	4	1	4	11	0	-1
O=C(/C=C/c1ccc(-c2ccccc2)cc1)NCc1cccnc1	-4	-4	-5	-3	-2	3	9	3	-3
CC(C)(C)S(=O)(=O)c1cnc(N2CCCCC2)nc1N	-1	3	1	6	-1	-2	-5	3	-2
COc1cc(OC)c(NC(=S)Nc2cc(Cl)cc(Cl)c2)cc1Cl	-1	3	3	-10	5	2	-21	-14	2
CN(C)S(=O)(=O)c1cccc(C(=O)Nc2ccccc2)c1	4	2	-4	-8	-2	3	-2	0	3
O=C(CC(=O)NCCc1ccccc1)NCCc1ccccc1	2	2	6	-1	5	8	-5	0	1
COc1ccc(C2C(C(=O)Nc3cc(C)on3)c3ccccc3C(=O)N2C)cc1OC (centres undefined)	10	12	-10	-8	7	3	-5	-1	2
CCCCOC(=O)CSc1nc2c(c(=O)[nH]c(=O)n2C)n1C/C=C(\C)Cl	8	1	-2	-8	-5	-2	-6	-6	-3
O=C(c1cccn2c(=O)c3cc(Cl)ccc3nc12)N1CCOCC1	-2	-9	4	1	-7	1	6	1	-2
CC1(C(=O)OCC(=O)Nc2ccc3ccccc3c2)CC1(Cl)Cl (centres undefined)	7	0	1	-6	-9	-4	24	-5	6
CCOc1cc(C(=O)NC(=S)Nc2ccc(Cl)c(C(=O)O)c2)cc(OCC)c1OCC	1	19	-14	-9	11	7	6	-3	1
Going on with the list:
SMILES	PAFAH1B3 inh	ZTA DNA inh	PREPL inh	LYPLA2 counter	EBNA-1 inh	PAFAH1B2 inh	PAFAH2 FP inh	LYPLA1 inh	pPAFAH FP inh
COc1ccccc1NC(=O)Nc1nc(CC(=O)NCc2c(F)cccc2F)cs1	1	8	-33	-1	-4	4	-1	1	6
COc1ccc(NC(=O)CSc2nc3c(c(=O)n2C)SCC3)cc1OC	4	8	-1	-4	-2	-2	0	-2	0
O=S(=O)(Nc1cccc(-n2cnnn2)c1)c1cnc(Cl)c(Cl)c1	1	-5	0	4	-2	4	7	-1	0
O=C(CSc1nnc(COc2ccccc2)o1)Nc1nccs1	10	1	-4	-3	-5	20	1	0	-1
CCCC(=O)Nc1sc2c(c1C(=O)Nc1ccccn1)CCCC2	6	-6	-3	4	-2	0	5	-1	6
Cc1ccc(NC(=O)COC(=O)c2cccc(N3C(=O)c4ccccc4C3=O)c2)cc1	2	-4	-3	-3	10	3	38*	-5	11
COCCc1nnc(NC(=O)Cc2ccccc2)s1	4	-13	8	0	-5	3	4	1	0
CCn1c(CNc2ccc(Cl)cc2)nnc1SCc1ccccc1	5	5	-12	0	-3	13	4	0	3
Nc1ncnc2c1ncn2[C@@H]1O[C@H](CNCc2ccccc2OCc2ccc(Cl)cc2Cl)[C@@H](O)[C@H]1O	1	/	-128	/	/	1	3	/	0
COC(=O)c1cc2oc(C)cc2n1CC(=O)N1CCCc2ccccc21	1	11	14	2	1	1	5	-5	11
CCOc1ccc(CNc2cccc(SC)c2)cc1	-5	-2	10	4	1	3	11	1	7
CCOC(=O)CSc1nc2ccccc2c(=O)n1C1CCCC1	6	-7	-6	5	-4	4	1	2	1
O=C(NCc1ccco1)C(=O)NCC(c1ccco1)N1CCOCC1 (centres undefined)	2	-2	7	2	-15	0	2	0	2
CC(C)CN(C(=O)c1cccc(F)c1)c1c(N)n(CC(C)C)c(=O)[nH]c1=O	2	-9	1	-4	-13	-7	-5	-1	2
CCc1ccc(NC(=O)c2cccc(NC3=NC4CS(=O)(=O)CC4S3)c2)cc1 (centres undefined)	4	13	6	1	-4	5	-2	-3	5
O=C1c2ccccc2C(=O)N1OCc1cccc(Cl)c1	4	3	9	6	-2	2	0	2	2
